mIAP inh: inhibitors of mouse IAP, primary screen, biochemical, luminescence, uHTS; intestinal alkaline phosphatase [Mus musculus]; purified mouse IAP, CDP-Star luminescence, 30 min; inhibition, % at 10 µM; 0.2% of 330,000 active;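 active = inhibition of at least 40% at 10 µM in the primary screen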;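 note: plate controls were DMSO with enzyme for no effect and no enzyme wells for full effect; values of inactives mirror those of a sister screen read the other way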
TIM10 inh: growth inhibitors of isogenic TIM10 control yeast, primary screen, counter-screen for tim10-1 yeast inhibitor project, luminescence, uHTS. S. cerevisiae TIM10 strain growth, BacTiter-Glo luminescence, 24 h. inhibition, % at 10 µM. 1.4% of 330,000 active;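 active = inhibition of 40% or more at the single tested concentration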;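 note: wild-type TIM10 isogenic control strain grown at permissive 25 °C; 0% = DMSO yeast wells and 100% = minimal medium wells without yeast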
mIAP activ: activators of mouse IAP, primary screen, biochemical, luminescence, uHTS | intestinal alkaline phosphatase [Mus musculus] | muIAP, CDP-Star luminescence, 30 min; hits give high values; 1 = vehicle-only enzyme signal, 0 = enzyme-free wells | activation factor at 10 µM | 0.24% of 330,000 active;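 active = activation factor of at least 2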; note: the source names both 10 and 20 µM as test concentration; values of inactives mirror those of a sister screen read the other way
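also added = chemiluminescent substrate CDP-Star | test system = mouse IAP enzyme | signal = chemiluminescence readout | compound = DMSO-dissolved test compounds | incubation = 30 min at room temperature | benchmarks = DMSO wells, no-enzyme wells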
A3A deaminase: APOBEC3A ssDNA deaminase inhibitors, primary screen, selectivity assay for APOBEC3G inhibitor project, biochemical, FAM/TAMRA oligo cleavage fluorescence | recombinant A3A, FAM/TAMRA ssDNA deamination fluorescence | inhibition, % at 20 µM | 0.41% of 330,000 active;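 active = at least 40% inhibition at 20 µM here, with at most 30% in a related deaminase screen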;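 note: plate controls were A3A with DMSO for no effect and wells lacking A3A enzyme for full effect; some results filed as inactive read as strong as hits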
NLRP3 yeast inh: NALP3 inflammasome inhibitors in reconstituted yeast, primary screen, luminescence, uHTS; Yeast reconstituted NLRP3/ASC/caspase-1, beta-gal luminescence, 24 h; inhibition, % at 10 µM; 0.39% of 330,000 active;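 active = inhibition of 50% or more; inactive = inhibition below 50%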;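 note: plate controls were induced DMSO wells for no effect and uninduced yeast grown without galactose for full effect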
tim10-1 inh: growth inhibitors of tim10-1 mutant yeast, primary screen, luminescence, uHTS; AID 463190, 2010; S. cerevisiae tim10-1 ts strain growth, BacTiter-Glo, 24 h; inhibition, % at 20 µM; 2.2% of 330,000 active;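 active = inhibition of at least 40%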;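 note: mutant grown at 25 °C; 0% = DMSO wells with yeast and 100% = wells holding no yeast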
A3G deaminase: APOBEC3G DNA deaminase inhibitors, primary screen, biochemical, fluorescence, single-stranded DNA substrate, uHTS. recombinant A3G, ssDNA deamination FAM/TAMRA fluorescence. DNA dC->dU-editing enzyme APOBEC-3G (Homo sapiens), Q9HC16. inhibition, % at 20 µM. AID 493012, 2011. 0.28% of 330,000 active;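 active = inhibition of at least 40% at 20 µM, with no more than 30% in the related APOBEC3A deaminase screen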;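 note: plate controls were DMSO wells with A3G for no effect and wells lacking A3G enzyme for full effect; some compounds called inactive have numbers as strong as hits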
Target sequence (Q9HC16 whole entry, looked up): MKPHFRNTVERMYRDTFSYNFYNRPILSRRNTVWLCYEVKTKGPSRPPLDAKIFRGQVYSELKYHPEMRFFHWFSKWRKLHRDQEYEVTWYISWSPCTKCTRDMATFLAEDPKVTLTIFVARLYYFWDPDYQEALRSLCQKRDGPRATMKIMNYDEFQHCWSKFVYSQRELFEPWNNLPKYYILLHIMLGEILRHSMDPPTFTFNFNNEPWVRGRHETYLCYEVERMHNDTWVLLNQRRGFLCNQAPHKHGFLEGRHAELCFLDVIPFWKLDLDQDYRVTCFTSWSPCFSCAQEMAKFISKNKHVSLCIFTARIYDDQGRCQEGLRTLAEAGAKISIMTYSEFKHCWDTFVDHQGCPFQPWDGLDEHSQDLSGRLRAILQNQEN
hIAP block: human IAP inhibitors, primary screen, biochemical, luminescence, uHTS; Intestinal-type alkaline phosphatase (Homo sapiens), P09923; purified IAP, CDP-Star luminescence, 30 min; inhibition, % at 10 µM; 0.12% of 330,000 active;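 active = inhibition reaching a set limit with compound at 10 µM in the primary screen, cut at about 35% in these data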;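 note: plate controls were DMSO wells with enzyme for no effect and no-enzyme buffer wells for full effect; values of inactives mirror those of a sister screen read the other way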
Target sequence (P09923 whole entry, looked up): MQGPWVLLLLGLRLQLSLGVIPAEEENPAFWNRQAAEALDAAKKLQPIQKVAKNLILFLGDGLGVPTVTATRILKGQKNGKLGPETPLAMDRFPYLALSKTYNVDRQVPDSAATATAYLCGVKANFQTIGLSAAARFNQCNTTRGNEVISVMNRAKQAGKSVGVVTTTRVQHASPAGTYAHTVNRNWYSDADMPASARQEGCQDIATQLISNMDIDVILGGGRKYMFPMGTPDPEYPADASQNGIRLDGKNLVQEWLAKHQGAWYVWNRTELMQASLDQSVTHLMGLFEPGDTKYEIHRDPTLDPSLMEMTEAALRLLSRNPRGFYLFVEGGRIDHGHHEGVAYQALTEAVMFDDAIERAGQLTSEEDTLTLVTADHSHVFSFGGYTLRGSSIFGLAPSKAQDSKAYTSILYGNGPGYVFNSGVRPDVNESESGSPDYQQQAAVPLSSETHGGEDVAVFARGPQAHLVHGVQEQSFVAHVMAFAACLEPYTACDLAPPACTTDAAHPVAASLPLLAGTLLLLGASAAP
MIN6 prolif: inducers of MIN6 beta-cell proliferation, primary screen, ATP luminescence, uHTS; MIN6 cells proliferation, ATPlite luminescence, 48 h; cells starved in 0.2% serum; 100% = growth in 10% serum; proliferation, % at 10 µM; 0.29% of 330,000 active; AID 2380, 2010;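 active = compounds whose signal lies at least 3.5 SD above the mean of all wells on their plate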;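 note: 0% = DMSO-treated cells in low-serum medium and 100% = 10% serum control; some compounds called inactive have numbers as strong as hits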
The depositor's hits bear a star.

The line under a structure holds: tim10-1 inh | A3G deaminase | mIAP activ | NLRP3 yeast inh | MIN6 prolif | hIAP block | mIAP inh | A3A deaminase | TIM10 inh
O=c1cccc2n1CC1CC2CN(Cc2cccc(Cl)c2Cl)C1 (stereo not drawn)
→ 22 | -5 | 1 | -18 | -3 | 0 | 0 | -2 | 24
CN1CCN(c2ccc(S(C)(=O)=O)cc2[N+](=O)[O-])CC1
→ 7 | 1 | 0.89 | 16 | -2 | -9 | 11 | 2 | -6
O=c1[nH]c(=S)n(-c2ccccc2F)c(O)c1C=NCCN1CCNCC1
→ 3 | 4 | 1.1 | 15 | -3 | 1 | -10 | 3 | -4
CN(C(=O)COC(=O)c1cn(C)c2ccccc12)C1CCCCC1
→ 24 | -7 | 1 | 12 | -2 | 8 | -4 | -1 | 23
COC(=O)C1=C(c2ccc(OC(F)(F)F)cc2)C[C@@H]2CC[C@H]1N2C(=O)NCCNC(C)=O
→ -11 | -9 | 1 | -3 | 2 | 2 | -4 | 0 | 1
O=C(c1ccccc1F)N1C[C@H]2C[C@@H](C1)c1cccc(=O)n1C2
→ 2 | -5 | 0.97 | 9 | 2 | -11 | 2 | 0 | -4
Cc1c(/C=N/O)c2ccccc2n1C
→ 5 | -4 | 0.95 | 12 | 1 | -16 | 5 | -4 | 7
O=c1c2ccccc2[nH]c(=S)n1-c1ccc2c(c1)OCO2
→ 7 | -7 | 0.95 | 14 | -2 | -2 | 5 | -1 | 8
O=C(Cc1ccccc1)Oc1ccc(N2C(=O)CCC2=O)cc1
→ 30 | -7 | 1.1 | -12 | 2 | -12 | -6 | -4 | -1
Cc1cc(N2C(=O)C3CCCN3C2c2cccc(Cl)c2)no1 (stereo not drawn)
→ 12 | 3 | 1 | 13 | 0 | -16 | -2 | 2 | 5

(next part)
The line under a structure holds: tim10-1 inh | A3G deaminase | mIAP activ | NLRP3 yeast inh | MIN6 prolif | hIAP block | mIAP inh | A3A deaminase | TIM10 inh
CN(C)CCN=Cc1c(O)n(-c2cccc(C(F)(F)F)c2)c(=O)[nH]c1=O
→ -4 | 2 | 0.91 | 10 | -2 | 3 | 9 | 1 | -4
O=P(Nc1c(Cl)cccc1Cl)(c1ccccc1)c1nc2c(s1)CCCC2 (stereo not drawn)
→ 38 | -8 | 0.92 | -9 | 3 | -10 | 8 | -2 | -4
CP(=O)(O)CCCN
→ -7 | -4 | 1 | 20 | -1 | -5 | 0 | -2 | 1
CC(C)(O)C(=O)Nc1ccc([N+](=O)[O-])c(C(F)(F)F)c1
→ 13 | -8 | 0.99 | 3 | 1 | 9 | 1 | -4 | 7
CN(C)c1cccc2c(C#N)ccc(N(C)C)c12
→ 3 | 5 | 0.97 | 18 | 1 | 4 | 3 | 0 | -4
O=C(c1ccc(Cl)cc1)C1CCCN(C2CCSCC2)C1 (stereo not drawn)
→ -12 | -1 | 0.98 | 29 | -2 | 7 | 2 | 0 | -39
CCC(C)NC(=O)c1c(N)n(CCCOC)c2nc3ccccc3nc12 (stereo not drawn)
→ 39 | -10 | 1.3 | 11 | -3 | 0 | -27 | -7 | 25
COc1ccc(C(=O)c2nc3ccccc3n2C(C)C)cc1OC
→ -23 | -6 | 0.96 | 13 | 0 | 16 | 4 | -1 | -1
Cc1ccc2[nH]c(C)c(CCNCc3ccco3)c2c1
→ 16 | -5 | 0.96 | 28 | -6 | -17 | 4 | -5 | -2
CCCCc1nc(N2CCNCC2)c(C#N)c2c1CSC(C)(C)C2
→ 25 | -5 | 0.85 | -11 | -6 | -1 | 14 | 1 | 24

(continued)
The line under a structure holds: tim10-1 inh | A3G deaminase | mIAP activ | NLRP3 yeast inh | MIN6 prolif | hIAP block | mIAP inh | A3A deaminase | TIM10 inh
CSc1ncc(/C=C2/C(=O)NC(=O)N(c3ccc(C)cc3)C2=O)cn1
→ 0 | -3 | 0.92 | -10 | -1 | -2 | 8 | -4 | -2
CCN(CC)c1nc2c(C)cccn2c(=O)c1C=C1C(=O)NC(=O)NC1=O
→ 9 | -9 | 0.87 | 28 | 0 | -2 | 13 | -6 | -4
CCCCn1c(O)c(C(C)=Nc2ccc(C(=O)O)cc2)c(=O)[nH]c1=O
→ 3 | -4 | 0.98 | 3 | 0 | -16 | 2 | -1 | -7
CN(C)c1ccc([P+](=O)c2ccc(N(C)C)cc2)cc1
→ 7 | -9 | 0.97 | 0 | -2 | -6 | 3 | -4 | -3
CC(=O)c1ccc(OC(C)C)c(Cc2c(O)[nH]c(=S)[nH]c2=O)c1
→ -3 | 3 | 0.87 | 1 | 2 | 3 | 13 | 1 | -4
O=C(Nc1ccccc1Cl)OC1CN2CCC1CC2 (stereo not drawn)
→ -4 | -8 | 1 | -3 | -1 | 6 | 0 | -2 | -9
O=C(CN1CCN(c2ccccc2F)CC1)Nc1cccnc1Cl
→ 11 | -5 | 1 | 9 | -3 | -5 | 0 | 0 | 1
Fc1ccc(CCNCc2ccc(Br)cc2)cc1
→ 9 | -5 | 0.93 | 13 | -4 | -1 | 7 | 0 | 14
CCOC(=O)C1C(=O)N(C)C2(C)CC1c1cc(OC)ccc1O2 (stereo not drawn)
→ -1 | 2 | 1.1 | -3 | 0 | -5 | -6 | 0 | -6
CCC(=NCCN1CCCCC1)c1c(O)n(C)c(=O)n(C)c1=O
→ 5 | -4 | 0.96 | 10 | -2 | 1 | 4 | -18 | 4

Next compounds
The line under a structure holds: tim10-1 inh | A3G deaminase | mIAP activ | NLRP3 yeast inh | MIN6 prolif | hIAP block | mIAP inh | A3A deaminase | TIM10 inh
N#CC1=C(N)Oc2c(c(=O)oc3ccccc23)C1c1ccc(OC(=O)N2CCOCC2)cc1 (stereo not drawn)
→ 2 | 3 | 1 | -11 | -2 | 4 | 0 | 7 | -3
CC(N=Cc1c(O)[nH]c(=O)[nH]c1=O)c1ccccc1 (stereo not drawn)
→ 5 | -7 | 0.96 | 12 | 2 | -8 | 4 | -2 | 1
CS(=O)(=O)NNP(=O)(NNS(C)(=O)=O)NC(=O)c1ccccc1
→ 8 | 28 | 1.1 | 10 | -4 | -16 | -8 | 0 | -10
COc1cc(C=C2C(=O)NC(=O)NC2=O)cc(OC)c1OC
→ 9 | -2 | 1 | 6 | 4 | -22 | -4 | -4 | -13
Cc1c(C(=O)C(=O)N2CCC3(CC2)OCCO3)c2ccccc2n1C
→ 9 | -2 | 0.98 | 1 | 2 | 10 | 2 | 3 | 0
Cc1cc(C)cc(-n2c(O)c(C=Nc3ccc(N4CCOCC4)cc3)c(=O)[nH]c2=S)c1
→ -11 | -6 | 1 | -5 | 1 | -5 | -4 | -2 | -12
OC(Cn1c2ccccc2c2ccccc21)C[n+]1ccccc1 (stereo not drawn)
→ 10 | -3 | 1 | 7 | -1 | 2 | -2 | 4 | -18
O=C(C[N+]12CCC(CC1)C(CO)C2)c1ccc([N+](=O)[O-])cc1 (stereo not drawn)
→ 11 | 0 | 1.1 | 14 | -2 | 4 | -10 | 1 | 6
O=[N+]([O-])c1cc(O)c(O)c([N+](=O)[O-])c1
→ 12 | -9 | 0.91 | 31 | 0 | 0 | 9 | -2 | 6
O=C1NC(=O)N(c2ccccc2)C(=O)/C1=C\C=C\c1ccccc1
→ 6 | 13 | 0.98 | -22 | -4 | 6 | 2 | 1 | 11

(cont.)
The line under a structure holds: tim10-1 inh | A3G deaminase | mIAP activ | NLRP3 yeast inh | MIN6 prolif | hIAP block | mIAP inh | A3A deaminase | TIM10 inh
COC(=O)C1=C(c2ccc(-c3ccccc3)c(F)c2)C[C@@H]2CC[C@H]1N2C(=O)NC(C)C
→ 12 | -12 | 1 | 15 | -2 | 5 | -1 | -2 | 9
Cc1ccsc1C(=O)C1CCCN(Cc2sc(N(C)C)nc2Cl)C1 (stereo not drawn)
→ 16 | -5 | 0.89 | 10 | 0 | -2 | 11 | -4 | 9
CCCCCCn1c(O)c(C=NCCN2CCCCC2)c(=O)[nH]c1=O
→ 8 | -3 | 1.1 | 15 | -2 | -19 | -5 | -2 | -19
O=C1NC(=O)N(CCc2ccc(F)cc2)C(=O)/C1=C/C=C/c1ccccc1
→ 15 | 2 | 0.98 | 3 | -4 | -4 | 2 | 1 | 18
CC(=O)NC(Cc1ccc(N(CCCl)CCCl)cc1)C(=O)NC(CC(C)C)C(=O)O (stereo not drawn)
→ 0 | 1 | 0.98 | 28 | -1 | -7 | 2 | 3 | -11
Cc1cc(OCC(=O)NCc2ccncc2)c2c3c(c(=O)oc2c1)CCCC3
→ 9 | -1 | 0.97 | 2 | 0 | -16 | 3 | 0 | 2
CCN(CC)C(=O)c1ccc(NC(=O)C2=C(C)OCCS2)cc1
→ 16 | -5 | 0.99 | 3 | -4 | -3 | 1 | -1 | -8
COC(=O)C1=C(c2cccc(OCc3ccccc3)c2)C[C@@H]2CC[C@H]1N2C(=O)NCc1ccc(F)cc1
→ 26 | -6 | 1.2 | 13 | -7 | 13 | -24 | 1 | 25
CCOC(=O)c1ccc2c(c1)n(Cc1ccccc1)c(C)[n+]2CC
→ -4 | -2 | 1 | 14 | 1 | -3 | -4 | 1 | -24
O=C(c1cc(C(=O)NCc2ccccc2)c(=O)n(Cc2ccccc2)c1)c1cc(Cl)ccc1O
→ 30 | -8 | 0.9 | 7 | 0 | -10 | 10 | 0 | 25

Later entries.
The line under a structure holds: tim10-1 inh | A3G deaminase | mIAP activ | NLRP3 yeast inh | MIN6 prolif | hIAP block | mIAP inh | A3A deaminase | TIM10 inh
O=[N+]([O-])c1cc([As](=O)(O)c2ccc(O)c([N+](=O)[O-])c2)ccc1O
→ 5 | -2 | 1.1 | 11 | -4 | -4 | -11 | 4 | -11
COCCOC(=O)c1c(N)n(Cc2ccco2)c2nc3ccccc3nc12
→ 15 | -4 | 0.92 | -1 | -2 | -19 | 8 | -1 | -14
C=CCNC(=S)/N=C/c1c(O)[nH]c(=O)[nH]c1=O
→ 9 | -5 | 0.94 | 4 | 1 | 2 | 6 | 1 | 3
Cc1nn(CC(C)C)c(Cl)c1C(=O)O
→ 1 | -10 | 0.95 | -1 | -4 | 2 | 5 | 0 | 5
CC1CCC(N2CCN(C(=O)COc3ccccc3)CC2)CC1 (stereo not drawn)
→ -9 | -15 | 1 | 18 | -1 | 9 | -1 | -3 | -11
Cc1nn(Cc2ccccc2Cl)c(Cl)c1C(=O)OCC(=O)NCc1ccco1
→ 15 | -5 | 0.98 | 26 | 0 | 22 | 2 | -2 | -6
C=CCN1CC[C@]23c4c5ccc(O)c4OC2C(O)CC[C@@]3(O)[C@H]1C5 (stereo partly drawn)
→ -6 | -2 | 0.93 | 2 | -2 | -7 | 8 | -1 | -1
CC/C(=N\Nc1ccccc1)c1c(O)[nH]c(=O)[nH]c1=O
→ -33 | 1 | 1 | 20 | -1 | 7 | -3 | -2 | -10

Compound activity as filed in PubChem BioAssay.

Some of the compounds tested; count on the stated rates, not on these rows.
